# Screening data from PubChem.
# TWEAK-Fn14 inh: inhibitors of TWEAK-Fn14 interaction signaling. TWEAK-stimulated Fn14 reporter cells, luciferase luminescence, 8 h. inhibition, % at 10 µM. 360,000 tested, 2% active; in the data active = inhibition above about 50%
# NCOA2 inhibitor: human SRC2 (NCOA2) inhibition | HEK293 GAL4-SRC2 luciferase reporter, luminescence | inhibition, % at 9 µM | 370,000 tested, 0.17% active;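 active = inhibition above the mean inhibition of all tested compounds plus 3 SD, set per campaign, cut at about 52% in these data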;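 also: 0% = DMSO treated cells and 100% = cells given Gossypol at 36 µM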
# NCOA3 inh: inhibitors of human steroid receptor coactivator 3 (SRC3). inhibition, % at 3.6 µM. HEK293 GAL4-SRC3 luciferase reporter, luminescence. AID 588352. 360,000 tested, 0.17% active;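 active = inhibition above a per-campaign cutoff, the mean of all compounds plus 3 SD, cut at about 60% in these data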;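 also: 0% = DMSO-treated cells and 100% = gossypol-treated cells at 36 µM; higher means less SRC3-driven luciferase light from the GAL4 reporter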
# CF NFkB block: inhibitors of cystic fibrosis induced NF-kB. inhibition, % at 5 µM. KKLEB NF-kB-GFP reporter, PAF-induced, GFP fluorescence overnight. 360,000 tested, 0.86% active;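 active = at least 50% inhibition at 5 µM, scaled per plate between neutral and stimulator controls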;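 also: PAF is a Pseudomonas aeruginosa culture filtrate used as stimulus; plate controls were PAF-stimulated DMSO wells for no effect and unstimulated DMSO wells for full effect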
# TROY signal inh: inhibitors of TROY-dependent NF-kB signaling; Q293 LMP1-TROYcd NF-kB luciferase reporter, 4 h; inhibition, % at 10 µM; 360,000 tested, 0.98% active;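 active = compounds whose plate-normalised and pattern-corrected inhibition of the luciferase reporter signal at the single screening dose is 50% or more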
# LMP1 NFkB inh: reduces LMP1-driven NF-kappaB luciferase signal. LMP1-induced NF-kappaB luciferase reporter cells, luminescence. inhibition, % at 12.5 µM. 350,000 tested, 0.69% active; in the data active = inhibition above about 41%;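 also: 0% = neutral control wells and 100% = reference inhibitor control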
# NCOA1 inh: inhibits human SRC1 coactivator. HEK293 GAL4-SRC1 luciferase reporter, luminescence. 360,000 tested, 0.12% active. Q15788. inhibition, % at 3.6 µM;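 active = inhibition above the campaign mean plus 3 SD, with each screening campaign given its own cutoff, cut at about 60% in these data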;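 also: 0% = DMSO treated cells and 100% = gossypol at 36 µM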
# COUP-TFII inh: inhibitors of human COUP-TFII (NR2F2); P24468; HEK293T NGFI-A luciferase reporter, luminescence; inhibition, % at 8.6 µM; 370,000 tested, 0.7% active; AID 686940;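 active = inhibition above a per-plate cutoff, mean inhibition of test wells between control levels plus 3 SD, cut at about 38% in these data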;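 also: cells cotransfected with COUP-TFII expression vector driving the NGFI-A reporter; 0% = median of COUP-TF2 test wells and 100% = reporter-only cells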
# Target sequence (P24468 whole entry, looked up): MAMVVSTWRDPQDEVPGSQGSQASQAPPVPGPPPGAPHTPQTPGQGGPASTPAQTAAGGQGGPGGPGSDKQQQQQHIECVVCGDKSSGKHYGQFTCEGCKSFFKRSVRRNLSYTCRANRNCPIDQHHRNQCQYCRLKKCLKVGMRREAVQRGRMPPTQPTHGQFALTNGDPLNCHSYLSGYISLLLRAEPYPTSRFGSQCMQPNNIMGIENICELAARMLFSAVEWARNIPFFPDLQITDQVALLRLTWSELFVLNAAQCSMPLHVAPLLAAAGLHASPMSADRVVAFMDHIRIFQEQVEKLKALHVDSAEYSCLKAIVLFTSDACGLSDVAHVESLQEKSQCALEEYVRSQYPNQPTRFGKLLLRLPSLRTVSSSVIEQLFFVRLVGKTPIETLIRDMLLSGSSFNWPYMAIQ
# C8 TRAIL sens: sensitizes caspase-8 expressing cells to TRAIL; AID 624354; 360,000 tested, 1% active; inhibition (viability loss, TRAIL sensitization), % at 10 µM; NB7+C8 cells + TRAIL, ATPlite viability luminescence;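 active = compounds causing at least 50% loss of cell viability in the single-dose screen, relative to plate controls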
# NR5A2 inv ag: NR5A2 inverse agonism in reporter assay. 360,000 tested, 0.13% active. HEK293T StAR-luciferase reporter, LRH-1 transfected, 24 h. inhibition, % at 3.6 µM. AID 602396;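 active = inhibition above the mean inhibition of all tested compounds plus 3 SD, cut at about 73% in these data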;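 also: 0% = DMSO wells and 100% = reporter-only cells lacking LRH-1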
# Target sequence (O00482 whole entry, looked up): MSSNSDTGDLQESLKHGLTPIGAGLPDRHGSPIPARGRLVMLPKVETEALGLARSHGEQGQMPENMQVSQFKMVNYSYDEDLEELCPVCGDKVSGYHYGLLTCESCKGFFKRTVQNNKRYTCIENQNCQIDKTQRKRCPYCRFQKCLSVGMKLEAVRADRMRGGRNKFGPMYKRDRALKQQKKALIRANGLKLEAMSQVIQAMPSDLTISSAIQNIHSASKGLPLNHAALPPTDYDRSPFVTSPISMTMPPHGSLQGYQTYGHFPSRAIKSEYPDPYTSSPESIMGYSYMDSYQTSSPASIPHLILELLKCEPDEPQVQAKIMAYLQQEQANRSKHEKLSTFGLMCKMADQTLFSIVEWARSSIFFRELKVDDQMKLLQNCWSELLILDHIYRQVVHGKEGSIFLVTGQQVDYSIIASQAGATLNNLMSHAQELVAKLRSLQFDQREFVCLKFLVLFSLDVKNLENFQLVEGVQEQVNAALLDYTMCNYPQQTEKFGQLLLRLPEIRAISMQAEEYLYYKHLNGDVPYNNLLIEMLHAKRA
# KKLEB cytotox: reduces viability of KKLEB cystic fibrosis airway cells. KKLEB CF airway cells viability, ATPlite luminescence, overnight; stronger effect = lower value; cells stimulated with P. aeruginosa culture filtrate. 360,000 tested, 0.36% active. activity change (cytotoxicity), % at 5 µM;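 active = corrected activity change at or below -50% at 5 µM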
# The depositor's hits bear a star; . = not tested or not shown. Compounds were not picked by outcome; any-hit rate near 4.2%.
SMILES,TWEAK-Fn14 inh,NCOA2 inhibitor,NCOA3 inh,CF NFkB block,TROY signal inh,LMP1 NFkB inh,NCOA1 inh,COUP-TFII inh,C8 TRAIL sens,NR5A2 inv ag,KKLEB cytotox
COc1ccc(C)cc1Nc1n[n+](C)c(-c2ccc(O)cc2O)s1,-20.1,5.4,18.5,-12.5,-11.2,-3.9,-10.3,0.2,-3.5,-13.3,2.8
CC(C)N(C(=O)C(F)(F)F)C(C(=O)NC1CCCCC1)c1ccncc1 (centres undefined),-8.1,-9.6,-15.8,-1.3,3.6,-3.3,-6.2,5.0,-12.1,2.9,21.9
CCOc1ccc(CCN2C(=S)N([C@@H](Cc3ccc(O)cc3)CN3CCC[C@@H]3CN3C(=S)NC[C@@H]3Cc3ccc(O)cc3)C[C@@H]2Cc2ccc(O)cc2)cc1,-8.2,-8.8,.,.,28.5,.,.,-9.2,2.9,0.9,.
CC(=O)Nc1ccc(NC(=O)c2cccc(C(=O)OC(C)C)n2)cc1,11.0,-7.5,-15.9,-1.4,-6.8,2.3,16.5,2.0,1.5,12.8,5.1
CN(C)c1ccc(S(=O)(=O)N(C)C)cc1NC(=O)Cc1cccc2ccccc12,-9.5,1.4,-22.3,6.8,6.4,9.4,13.6,-3.2,-2.6,7.3,-3.0
Cc1ccc(S(=O)(=O)NCC(=O)OCCOc2ccc(Br)cc2)cc1,-1.2,2.3,6.2,-2.6,6.0,1.9,-9.2,9.9,-2.4,-7.9,-8.0
Cc1ccnc(NC(=O)CCC(=O)N(CC(=O)NC(C)(C)C)Cc2ccc3c(c2)OCO3)c1,19.0,2.5,-21.0,-10.9,-7.0,-8.3,-26.8,10.8,4.0,-11.4,2.6
CCc1cc2cccc(C)c2nc1SCC(=O)NC1CCCC1,24.4,-11.5,10.3,16.4,0.6,-1.0,-14.4,-4.9,0.1,16.4,-3.9
CC(=O)Nc1cc(-c2cccc(F)c2)cn2c(-c3ccc(S(C)(=O)=O)cc3)cnc12,-3.3,7.8,-19.7,-18.7,3.5,.,7.7,-15.5,1.0,45.8,-11.1
CC(=O)Cn1c(CN2CCN(C(=O)c3ccco3)CC2)nc2c1c(=O)n(C)c(=O)n2C,9.8,-15.8,-4.5,-4.4,7.8,-10.5,5.7,-49.0,-17.0,-11.1,20.9
COc1ccc(C(c2c(C)[nH]n(-c3ccccc3)c2=O)c2c(C)[nH]n(-c3ccccc3)c2=O)cc1OC,-23.4,6.4,13.5,-6.5,-42.8,-2.0,5.6,-15.9,4.2,17.9,1.7
O=C(CCCCl)Nc1c2c(nn1-c1ccccc1)CSC2,-5.4,3.4,8.7,-12.5,-4.7,-2.2,-7.6,2.4,-11.0,5.4,7.2
CC(=O)N[C@H]1C[C@@H]1c1ccccc1,2.4,-15.2,-5.8,-11.0,-8.3,3.9,-26.7,-3.4,4.1,-3.4,9.1
COc1cccc(NC(=O)COC(=O)c2nc3nccc(C)n3n2)c1,-12.4,3.8,-13.9,2.2,-8.3,-4.4,-18.2,8.3,-4.6,8.6,-17.8
Cc1ccc(S(=O)(=O)N2CCN(C(=O)c3cc(S(=O)(=O)N(C)C)ccc3N3CCCC3)CC2)cc1,6.3,28.7,-54.4,4.4,-17.9,-4.3,0.0,-7.3,11.8,-9.0,0.6
CNC(=S)Nc1cccc(C(=O)OC)c1,-24.2,-13.6,-39.6,10.3,-42.1,-16.7,-41.6,4.5,5.4,-72.4,1.3
CCCN1C(=O)/C(=C/c2ccc(OCc3ccc(C(=O)O)cc3)c(OC)c2)NC1=S,13.8,15.7,11.5,20.0,-0.8,.,-1.0,-4.5,3.5,12.4,2.7
COc1ccc(C(=O)NN=C2CCCC2)cc1,-15.8,-18.8,-16.5,10.5,-44.1,-0.8,-25.3,-25.9,-5.6,-32.0,-16.7
CC(C)Oc1ccc(C(=O)N/N=C/c2ccc(-c3ccc(S(=O)(=O)Nc4ncccn4)cc3)o2)cc1,4.6,6.1,7.3,9.1,5.4,-2.4,-5.5,-2.1,4.7,-16.7,-5.7
COc1ccc(F)c(CN2CCN(CCc3ccccc3)C(CCO)C2)c1 (centres undefined),-15.5,-4.9,4.0,-8.3,-0.2,0.1,16.5,8.8,0.2,1.1,5.8
CCOC(=O)c1cc2occc2n1CC(=O)NC1CCC(C)CC1 (centres undefined),13.8,-11.8,16.2,-0.1,3.8,2.3,3.2,15.6,6.4,5.0,-3.9
CCCc1nc2c(nnn2Cc2ccccc2Cl)c(=O)[nH]1,0.9,-4.0,6.1,7.1,-16.0,-1.0,15.0,27.8,-3.1,-3.1,-1.1
CCCCOc1ccc(C(=S)N2CCC(C(N)=O)CC2)cc1,3.8,16.6,-68.5,8.3,-55.5,-18.2,-55.5,-26.8,14.9,-81.2,0.6
N#Cc1ccc(OCC(=O)NC(=O)NC2CCS(=O)(=O)C2)cc1 (centres undefined),-0.3,-14.3,-4.5,-23.5,8.3,0.2,-1.8,-10.9,8.3,-3.3,-18.8
Clc1ccc(-[n+]2c(-c3cccc(Br)c3)[nH]c3nc4ccccc4nc32)cc1,-24.0,-16.7,-10.7,-5.9,7.8,7.7,-5.4,-16.0,11.4,4.7,-13.5
COc1ccc(NS(=O)(=O)c2cccc(C(=O)NNC(=O)CNC(=O)c3ccccc3)c2)cc1,-16.8,10.7,2.9,2.9,17.8,-5.1,-27.6,-6.0,-9.5,-13.0,0.7
CCCc1[nH]nc2c1C1(CCOC1C)C(C#N)=C(N)O2 (centres undefined),-10.2,-22.6,11.2,-22.7,-3.0,3.4,-19.1,10.7,-3.4,7.8,-4.7
O=C(CCC(=O)Nc1cccc([N+](=O)[O-])c1)NCc1ccccc1,5.2,-11.2,-23.1,-30.2,-0.7,-3.3,-11.9,13.3,-20.4,2.1,5.6
CCOc1ccc(-n2c(SCC(=O)Nc3ccc(OC)cc3)nc3c(c2=O)SCC3)cc1,1.8,16.7,-28.1,-0.2,-2.6,12.2,-7.3,3.2,9.9,-9.4,-8.8
Cc1onc(-c2ccccc2)c1C(=O)N1CCCN(C(=O)c2c(-c3ccccc3)noc2C)CC1,-18.4,-21.5,-0.5,7.4,-12.8,5.8,-14.2,-7.5,-7.9,26.1,-1.3
CC(=O)c1ccccc1OCC(O)CN1CCN(C(c2ccccc2)c2ccccc2)CC1 (centres undefined),11.7,6.7,20.4,-11.1,13.7,-1.3,5.5,-6.8,12.2,7.8,-3.3
CCOC(=O)C1CCCN(c2c(N3CCOCC3)c(=O)c2=O)C1 (centres undefined),9.8,-20.7,-16.3,4.6,-17.9,-1.0,-3.8,-1.1,-12.0,16.7,-7.8
CCn1c(NC2CCCCC2)nc2ccccc21,8.0,-0.7,-11.4,6.6,-17.0,3.5,-4.8,9.8,-4.0,4.5,-8.0
CCOc1ccccc1NC(=O)C1CCN(C(=O)c2cccs2)CC1,-0.6,-48.7,9.9,11.2,0.1,0.1,-0.6,19.2,-3.0,0.3,-14.9
C=CCNS(=O)(=O)CC12CCC(CC1=O)C2(C)C (centres undefined),-0.2,-8.5,9.1,-5.6,8.9,2.9,5.3,13.8,6.1,2.2,2.7
CC(C)(C)n1nnnc1C(c1ccccc1)N1CCN(CCN2CCOCC2)CC1 (centres undefined),-6.0,26.7,.,.,15.2,.,.,6.8,3.8,0.9,.
O=C(NCc1cccs1)C(=O)NCC(c1ccco1)N1CCN(c2ccccc2)CC1 (centres undefined),10.6,12.3,23.8,15.5,6.4,5.9,-12.5,12.2,10.4,-9.9,-9.3
Brc1ccc(-c2n(-c3ccccn3)c3ccccc3[n+]2-c2ccccn2)cc1,9.8,14.0,-1.0,16.6,-20.6,1.8,-0.6,19.8,0.0,6.6,-10.0
O=S(=O)(c1ccc2c(c1)OCCO2)N1CCC(n2nnc3cc(F)ccc32)CC1,3.3,5.7,-0.8,-6.2,18.4,-5.7,-1.1,-8.8,1.4,25.4,4.2
O=C(NCC(=O)N1CCN(S(=O)(=O)c2ccc3c(c2)OCCO3)CC1)c1ccccc1F,5.6,5.0,-1.4,0.8,-12.7,-5.5,-51.6,2.8,0.8,0.3,-2.7
Cc1nnc(SCc2ccc(Cl)c(Cl)c2)s1,-23.0,18.1,-8.0,-8.8,-71.9,-11.1,-15.5,-3.9,2.6,-30.8,1.2
Cc1cc(C)n(-c2ccc3nncn3n2)n1,-7.1,3.4,-2.2,-0.1,-16.3,6.2,2.6,1.4,-1.5,4.8,7.0
CC1CC(C)CN(CCCNC(=O)CC2Oc3ccccc3NC2=O)C1 (centres undefined),3.0,-21.8,11.0,2.5,4.2,5.5,7.0,-2.2,-4.3,8.6,0.8
Cc1cc(Cl)ccc1N=C1N=C(N)c2ccccc21,34.0,20.7,16.6,13.2,-17.7,2.5,-3.8,0.3,-10.3,15.8,1.2
CC(C)CC1(C)N=C(c2ccccc2)C(=S)N1 (centres undefined),6.0,-17.9,-9.9,-11.6,-2.9,-1.4,4.7,1.9,-1.7,-8.3,0.2
O=C(Oc1ccc2ccc(OC(=O)N3CCCCCC3)cc2c1)N1CCCCCC1,8.8,-34.6,22.3,-25.6,-25.4,-3.1,-10.7,1.8,20.5,-8.6,-6.5
Cc1cc(NC2C3CC4CC(C3)CC2C4)n2nnnc2n1 (centres undefined),-15.7,-13.2,20.8,6.2,-8.8,-2.0,0.5,-13.6,-2.1,8.4,-6.1
COc1ccccc1N1CCN(CC(=O)Nc2ccc(C)c(F)c2)CC1,-26.2,-4.3,10.9,-29.7,5.2,-2.2,4.7,5.3,4.5,-9.5,-2.6
O=C(N/N=C/c1cccc(OC(=O)c2ccccc2Cl)c1)c1cccnc1,-17.2,-21.0,-14.6,8.2,-60.2,-11.7,-19.4,-24.2,15.0,-22.6,-2.0
O=C(c1cc2c(s1)-c1ccccc1OC2)N1CCCC1,-10.1,-42.5,-63.3,-12.9,-2.4,-19.2,-52.8,-8.9,17.9,-126.8,19.9
# More records follow:
SMILES,TWEAK-Fn14 inh,NCOA2 inhibitor,NCOA3 inh,CF NFkB block,TROY signal inh,LMP1 NFkB inh,NCOA1 inh,COUP-TFII inh,C8 TRAIL sens,NR5A2 inv ag,KKLEB cytotox
Cc1ccc(/C=N/NC(=O)Cn2cnc3c2c(=O)n(C)c(=O)n3C)s1,-7.2,-22.9,16.8,-13.5,-13.9,-8.3,-3.7,-8.7,-10.1,18.4,-3.1
Cc1nc(C)n(CC(C)C(=O)N2CCN(S(=O)(=O)c3ccc(Cl)cc3)CC2)n1 (centres undefined),9.7,-13.9,13.3,17.6,0.4,1.0,-18.9,0.0,-8.6,2.8,-4.9
COc1cc(SC)ccc1C(=O)NCCCn1ccnc1,-0.3,1.2,-14.0,-5.6,0.9,5.9,8.4,-9.6,-9.3,-12.6,5.1
O=C(C[n+]1ccccc1)N/N=C/c1ccc(Cl)cc1,2.6,-13.2,-3.6,2.2,7.6,-7.6,-18.8,-9.2,-4.6,4.4,-10.7
CN(C)S(=O)(=O)c1cccc(-c2nnc(SCCNCCO)n2-c2ccc(F)cc2)c1,2.4,1.1,9.2,-0.9,25.9,-3.4,5.8,-19.2,-4.8,1.3,-9.4
